TDP-43 yeast inh: TDP-43 toxicity inhibition in yeast. TDP-43 expressing yeast growth rescue, BacTiter-Glo, 24 h. Potency, µM (doses to about 46.1 µM), for the others: top-dose growth rescue (activation), most hits filed as activators. 410,000 tested, 1.8% active; note: potency is the fitted concentration of half-maximal effect; % of control where 0% means no effect; nearly all actives have a fitted effect of over 50% in size
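Readout is BacTiter-Glo luminescence of cell growth, so inhibitors register as activators. TDP-43-expressing yeast at OD600=0.02 in galactose medium, after raffinose pregrowth to mid-log, were incubated with compound for 24 hr at 30 deg C.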
aSyn yeast inh: rescues yeast growth from alpha-synuclein toxicity. Yeast expressing alpha-synuclein, growth rescue, BacTiter-Glo, 24 h. 370,000 tested, 0.14% active. Potency, µM (doses to about 46.1 µM), for the others: at the top dose growth rescue (activation), most hits filed as activators; note: potency is the fitted concentration of half-maximal effect; % of control where 0% means no effect; nearly all actives have a fitted effect of over 65% in size
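Screening used galactose-induced yeast with toxic alpha-synuclein levels, exposed to compound for 24 hr at 30 deg C. Cell growth, read with BacTiter-Glo luminescence, gave the measured signal.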
DRD3 antagonist: antagonists of human D3 dopamine receptor. max response, negative = inhibition, %. AID 652054. P35462. D3R cells, DiscoveRx beta-arrestin luminescence, antagonist mode; active compounds read low. 360,000 tested, 2.5% active; in the data active = max response below about -50%; inconclusive = no clear call, values can overlap the other calls; note: % is set by controls: 0 for no effect and ±100 for the full control effect; mostly tested at two doses, the higher about 12 µM
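Cells plated overnight at 1500 cells/well, then exposed to library compounds with dopamine controls for 90 minutes at 37 degrees C. DiscoveRx reagent added for 30–60 minutes at room temperature; luminescence read, quantitative HTS format.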
pAkt inh: Akt phosphorylation inhibition | AID 651550 | 360,000 tested, 0.32% active | activity change, % for hits at 50 µM | Neuro2A IGF-stimulated pAkt S473 HTRF, 20 min; active compounds read low; in the data active = activity change below about -80%; inconclusive = mostly about -51% to -80%; note: % is set by controls: 0 for no effect and ±100 for the full control effect
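Single-point screen (50 µM final compound) in Neuro2A cells stimulated 20 min with 6 nM IGF at 37 deg C. After lysis, Ser473-phosphorylated Akt read by HTRF (ex 330 nm, em 615/665 nm) as the 665/615 ratio.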
Abeta yeast res: restores growth of yeast expressing A-beta42 peptide | Potency, µM (doses to about 46.1 µM), for inactives: at the highest dose growth rescue, actives largely listed as activators | yeast expressing A-beta42, growth rescue, OD600, 48 h; response scale: 0% DMSO, 100% iron-clioquinol control | 410,000 tested, 0.063% active; note: potency is the fitted concentration of half-maximal effect; nearly all actives have a fitted effect of over 55% in size
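Yeast growth medium received pinned compounds, then yeast cells expressing toxic A-beta were added; plates incubated at 30 C for 48 hr. Growth read as absorbance at 600 nm, normalized to DMSO and equimolar FeCl3 plus clioquinol controls.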
PTHR1 ag: agonists of human PTHR1 parathyroid hormone receptor. Potency, µM (titrated, usually from 115 µM), without a hit: at the top dose activation, most hits filed as activators. 410,000 tested, 0.075% active. Q03431. HEK293 GP2 PTHR1 cells, GloSensor cAMP luminescence, 1 h; note: potency is the fitted concentration of half-maximal effect; nearly all actives have a fitted effect of over 55% in size; some results filed as inactive show a strong effect at the top dose; inactives centre near -15; many of its hits are not listed in these tables
Target sequence (Q03431 whole entry, looked up): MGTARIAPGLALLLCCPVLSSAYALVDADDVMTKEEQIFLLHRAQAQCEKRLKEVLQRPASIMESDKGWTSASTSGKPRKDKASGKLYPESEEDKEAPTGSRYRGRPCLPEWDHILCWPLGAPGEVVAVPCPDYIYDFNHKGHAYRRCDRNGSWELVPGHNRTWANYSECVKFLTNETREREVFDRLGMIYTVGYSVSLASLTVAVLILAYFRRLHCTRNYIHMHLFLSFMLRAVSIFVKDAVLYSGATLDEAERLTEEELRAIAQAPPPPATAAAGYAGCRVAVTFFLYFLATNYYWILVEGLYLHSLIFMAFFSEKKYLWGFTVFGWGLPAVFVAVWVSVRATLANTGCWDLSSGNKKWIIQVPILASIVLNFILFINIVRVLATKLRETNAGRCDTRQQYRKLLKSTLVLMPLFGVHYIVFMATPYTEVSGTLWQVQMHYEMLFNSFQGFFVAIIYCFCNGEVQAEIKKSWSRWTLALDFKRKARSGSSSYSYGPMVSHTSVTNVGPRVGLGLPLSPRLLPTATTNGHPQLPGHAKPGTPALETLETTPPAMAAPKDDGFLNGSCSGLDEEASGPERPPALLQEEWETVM
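HEK-293-derived GP2 cells expressing PTHR1 and a GloSensor cAMP reporter, 3,000/well, plated overnight, given luciferin plus IBMX (each 0.5 mM as added) for 1 h at 37 °C, then compound for 1 h at 37 °C. Luminescence was read after 15 min at room temperature.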
FUS yeast rescue: FUS proteinopathy suppression in yeast; S. cerevisiae FUS-expressing, growth rescue, OD600, 24 h; Potency, µM (highest dose often 76.6 µM), inactives show top-dose growth rescue (activation), most hits filed as activators; 390,000 tested, 0.24% active; AID 1347120;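 note: potency is the fitted concentration of half-maximal effect; plate controls were DMSO vehicle for no effect and reference control for full effect; nearly all actives have a fitted effect of over 55% in size; some results filed as inactive show a strong effect at the top dose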
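Read-out: OD at 600 nm after 24hr at 30C, reporting rescue of FUS-induced yeast toxicity. Cells at OD 0.005 in galactose (2%) minimal medium; compounds tested in a dilution series; CP55940 titration from 92uM final as control.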
GLP1R ag: activates the human GLP-1 receptor. P43220. HEK293 GLP-1R CRE-luciferase, luminescence, 4-6 h; cells express a hypersensitive GLP-1R form. Potency, µM (highest dose often 45.6 µM), for the others: top-dose activation, usual class: activators. 380,000 tested, 0.007% active. AID 624172; note: potency is the fitted concentration of half-maximal effect; % of control where 0% means no effect
Target sequence (P43220 whole entry, looked up): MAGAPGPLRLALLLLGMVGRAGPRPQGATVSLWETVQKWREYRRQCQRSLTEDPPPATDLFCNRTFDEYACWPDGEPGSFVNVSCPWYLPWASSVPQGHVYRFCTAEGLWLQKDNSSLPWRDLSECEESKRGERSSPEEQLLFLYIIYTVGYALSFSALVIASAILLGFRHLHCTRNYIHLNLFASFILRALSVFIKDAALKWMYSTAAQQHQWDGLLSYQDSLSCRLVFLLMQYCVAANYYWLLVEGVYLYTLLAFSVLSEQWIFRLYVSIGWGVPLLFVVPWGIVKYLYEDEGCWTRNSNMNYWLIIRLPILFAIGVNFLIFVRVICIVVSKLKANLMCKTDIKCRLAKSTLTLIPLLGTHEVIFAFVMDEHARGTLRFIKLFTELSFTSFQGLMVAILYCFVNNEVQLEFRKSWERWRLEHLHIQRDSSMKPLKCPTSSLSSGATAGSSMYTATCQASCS
GLP-1R inv ag: GLP-1 receptor (human) inverse agonism; HEK293 GLP-1R CRE-luciferase, luminescence, 24 h; GLP-1R form is constitutively active; Potency, µM (top dose mostly 38.3 µM), inactives show top-dose activity change, negative = inhibition, actives largely listed as inhibitors; 410,000 tested, 1.6% active; AID 624417; note: potency is the fitted concentration of half-maximal effect; % is set by controls: 0 for no effect and ±100 for the full control effect; nearly all actives have a fitted effect of over 55% in size
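Stable HEK293 clone (constitutively active GLP-1R + cAMP-response luciferase); 200 cells/uL plated, 12 h pre-culture, compound 24 hr, 37 deg C/5% CO2; detection reagent 12 min RT; luminescence.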
The depositor's hits bear a star; [ ] = dose if it differs, or a comment. Unless noted, calls come from the whole dose curve; as a rule, active = well fitted curve in the direction sought with a large enough effect; inconclusive = small, poorly fitted or top-dose-only effect, or another doubt; inactive = no such curve, though single readings can be large; an effect the other way counts as inactive or inconclusive. An excerpt, so the mix of outcomes need not match the whole.

O=C(NCCCO)C(=O)NCC(c1ccc2c(c1)OCO2)N1CCOCC1 (stereo unspecified) was read as TDP-43 yeast inh -0.7%, Abeta yeast res -10.7%, PTHR1 ag inactive, FUS yeast rescue 10.5% and GLP-1R inv ag 4.9%.
For O=C(CSC1=NC2(CCCCC2)N=C1c1ccccc1)Nc1ccc2c(c1)OCCO2 the results were TDP-43 yeast inh 27.5%, aSyn yeast inh 1.4%, DRD3 antagonist 7.9, pAkt inh inactive, Abeta yeast res 0.3%, PTHR1 ag -29.3%, FUS yeast rescue 5.7%, GLP1R ag -5.3% and GLP-1R inv ag -16.2%.
Screening CCOc1ccc(S(=O)(=O)Nc2ccccc2C(=O)N2CCOCC2)cc1 returned TDP-43 yeast inh -4.9%, aSyn yeast inh 2.7%, DRD3 antagonist 22.6, pAkt inh inactive, Abeta yeast res -2.8%, PTHR1 ag inactive, FUS yeast rescue -17.0%, GLP1R ag 3.2% and GLP-1R inv ag 3.2%.
Screening Cc1ccc2[nH]c(CSc3nnc(NC(=O)COc4ccccc4Cl)s3)cc(=O)c2c1 returned TDP-43 yeast inh -1.1%, Abeta yeast res -17.0%, PTHR1 ag inactive, FUS yeast rescue -14.0% and GLP-1R inv ag 17.6%.
For O=c1c(-c2ccccc2)cocc1-c1ccccc1 the results were TDP-43 yeast inh 20.8%, aSyn yeast inh 1.8%, DRD3 antagonist 0.4, pAkt inh inactive, Abeta yeast res 8.9%, PTHR1 ag -1.9%, FUS yeast rescue 10.8%, GLP1R ag -2.0% and GLP-1R inv ag -1.5%.
Screening COc1ccc2cc(-c3[nH]ncc3CN3CCCC3c3nonc3C)ccc2c1 (stereo unspecified) returned TDP-43 yeast inh 4.4%, aSyn yeast inh 4.6%, DRD3 antagonist -3.9, pAkt inh inactive, Abeta yeast res 1.1%, PTHR1 ag -9.6%, FUS yeast rescue 4.8%, GLP1R ag 17.8% and GLP-1R inv ag inconclusive.
Screening COc1ccc(CC(=O)Nc2cccc(-c3csc(C)n3)c2)cc1 returned TDP-43 yeast inh 3.4%, aSyn yeast inh -6.2%, DRD3 antagonist -12.4, pAkt inh inactive, Abeta yeast res -0.9%, PTHR1 ag -8.9%[57.5 µM], FUS yeast rescue inconclusive, GLP1R ag 15.8% and GLP-1R inv ag inconclusive.
`CCN(CC)C(=O)CSc1nnc(-c2cnccn2)n1-c1ccc(C)cc1` gave TDP-43 yeast inh 0.0%, aSyn yeast inh -1.0%, DRD3 antagonist 22.0, pAkt inh inactive, Abeta yeast res 10.3%, PTHR1 ag -13.0%[57.5 µM], FUS yeast rescue 8.8%, GLP1R ag 5.0% and GLP-1R inv ag -0.6%.
`Cc1ccc(NS(=O)(=O)c2ccc(-c3cc(C)no3)cc2)c(Br)c1` gave TDP-43 yeast inh 22.4µM*, Abeta yeast res -9.5%, PTHR1 ag -32.2%[inhibitor], FUS yeast rescue 29.1% and GLP-1R inv ag inconclusive.
COC(=O)c1ccc(C(=O)OC)c(NC(=S)N2CC(C)CC(C)C2)c1 (stereo unspecified) was read as TDP-43 yeast inh inconclusive, aSyn yeast inh 18.6%, DRD3 antagonist -23.7, pAkt inh inactive, Abeta yeast res 6.3%, PTHR1 ag -37.1%[inhibitor], GLP1R ag -0.1% and GLP-1R inv ag inconclusive.
For COc1cccc(-c2cc(C(=O)Nc3ccc(Br)c(C)c3)[nH]n2)c1 the results were TDP-43 yeast inh 33.8%, Abeta yeast res 9.6%, PTHR1 ag -14.2%, FUS yeast rescue -18.2% and GLP-1R inv ag -22.9%.
Screening O=C(Oc1ccc(Br)cc1)C1CCN(C2=NS(=O)(=O)c3ccccc32)CC1 returned TDP-43 yeast inh 2.3%, aSyn yeast inh 1.0%, DRD3 antagonist 15.5, pAkt inh inactive, Abeta yeast res -8.8%, PTHR1 ag inactive, FUS yeast rescue -9.2%, GLP1R ag -4.8% and GLP-1R inv ag -0.9%.
`CSC1=Nc2sc3c(c2C2=NCCN12)CC(C)(C)OC3` gave TDP-43 yeast inh 1.9%, aSyn yeast inh -1.1%, DRD3 antagonist -0.1, pAkt inh inactive, Abeta yeast res 1.8%, PTHR1 ag inactive, FUS yeast rescue -22.7%, GLP1R ag 15.1% and GLP-1R inv ag 10.5%.
Screening COCCCNC(=O)C1CCN(C(=O)c2cc3sccc3n2Cc2ccc(Cl)cc2)CC1 returned TDP-43 yeast inh 0.0%, Abeta yeast res -4.2%, PTHR1 ag -24.8%, FUS yeast rescue 28.3% and GLP-1R inv ag 1.4%.
COc1ccc(C2(CNC(=O)c3ccco3)CCOCC2)cc1 was read as TDP-43 yeast inh 7.6%, aSyn yeast inh 1.6%, DRD3 antagonist 24.1, pAkt inh inactive, Abeta yeast res 7.2%, PTHR1 ag inactive, FUS yeast rescue 9.3%, GLP1R ag 2.0% and GLP-1R inv ag 17.3%.
`CC(C)(C)NC(=O)CSc1nsc(SCC(=O)NC(C)(C)C)c1C#N` gave TDP-43 yeast inh -2.1%, aSyn yeast inh -6.7%, DRD3 antagonist 0.4, pAkt inh inactive, Abeta yeast res 15.2%, PTHR1 ag -15.3%, FUS yeast rescue 4.1%, GLP1R ag 1.7% and GLP-1R inv ag 2.3%.
`COc1ccc(CNC(=O)Nc2cccc(Cl)c2)cc1` gave TDP-43 yeast inh -14.6%, aSyn yeast inh -5.1%, DRD3 antagonist 0.3, pAkt inh inactive, Abeta yeast res -15.1%, PTHR1 ag -31.1%[inhibitor], FUS yeast rescue 4.6%, GLP1R ag 8.1% and GLP-1R inv ag -24.8%.
CSc1nsc2nc(=O)c(/C=C3\C(C)=Nc4ccc(C)cc43)c(N)n12 was read as TDP-43 yeast inh -13.1%, aSyn yeast inh 5.4%, DRD3 antagonist -25.5, pAkt inh inactive, Abeta yeast res -3.8%, PTHR1 ag -34.7%[inhibitor], FUS yeast rescue 42.4%, GLP1R ag -0.2% and GLP-1R inv ag inconclusive.
`CN(Cc1nc(-c2cnccn2)no1)Cc1n[nH]c2c1CCCC2` gave TDP-43 yeast inh -0.5%, aSyn yeast inh 4.8%, DRD3 antagonist -7.7, pAkt inh inactive, Abeta yeast res -8.1%, PTHR1 ag -4.9%, FUS yeast rescue 6.2%, GLP1R ag 5.3% and GLP-1R inv ag 1.9%.
`Cc1cc(Cl)nc(NC(=O)Nc2cccc(Cl)c2)n1` gave TDP-43 yeast inh -3.6%, aSyn yeast inh -4.8%, DRD3 antagonist -2.1, pAkt inh inactive, Abeta yeast res -5.9%, PTHR1 ag -2.3%, FUS yeast rescue 20.4%, GLP1R ag 5.5% and GLP-1R inv ag 44.9%[activator].
For Cc1ccc(-n2cc(C(=O)c3ccc(N4CCN(C)CC4)cc3)nn2)cc1Cl the results were TDP-43 yeast inh 8.2%, aSyn yeast inh -0.3%, DRD3 antagonist 4.2, pAkt inh inactive, Abeta yeast res 2.6%, PTHR1 ag -18.7%, FUS yeast rescue -20.8%, GLP1R ag 2.7% and GLP-1R inv ag -10.6%.
`CCn1cc(CN2CCC(C(=O)Nc3ccc(Oc4cccnc4)cc3)CC2)c(C)n1` gave TDP-43 yeast inh 0.7%, aSyn yeast inh -7.6%, DRD3 antagonist 0.0, pAkt inh inactive, Abeta yeast res -12.0%, PTHR1 ag 24.0%, FUS yeast rescue 16.6%, GLP1R ag -1.7% and GLP-1R inv ag inconclusive.
`Cc1cccc(NC(=O)c2cc(S(=O)(=O)N3CCc4ccccc43)ccc2F)c1C` gave TDP-43 yeast inh 16.7%, Abeta yeast res 4.1%, PTHR1 ag -2.2%, FUS yeast rescue -0.4% and GLP-1R inv ag inconclusive.
`Cc1cc(C)cc(N/C(N)=N/c2nc(C)cc(C)n2)c1` gave TDP-43 yeast inh -15.4%, aSyn yeast inh -2.8%, DRD3 antagonist 20.2, pAkt inh inactive, Abeta yeast res 11.1%, PTHR1 ag inactive, GLP1R ag -26.4% and GLP-1R inv ag inconclusive.
Screening CC(C)(C)OC(=O)N1CCC(Cc2cc(-c3cccc(Br)c3)no2)(C(=O)O)CC1 returned TDP-43 yeast inh -31.0%[inhibitor], aSyn yeast inh -37.2%[inhibitor], DRD3 antagonist 0.0, pAkt inh inactive, Abeta yeast res -41.2%[inhibitor], PTHR1 ag 0.5%, FUS yeast rescue inconclusive, GLP1R ag -1.1% and GLP-1R inv ag -8.5%.
Screening COc1ccc(C(CNC(=O)c2ccc(F)cc2)N2CCCC2)cc1 (stereo unspecified) returned TDP-43 yeast inh -6.8%, Abeta yeast res -5.6%, PTHR1 ag inconclusive, FUS yeast rescue 15.2% and GLP-1R inv ag -7.9%.
CCOc1ccc2nc(N3CCCC(C(=O)Nc4c(C)cccc4C)C3)sc2c1 (stereo unspecified) was read as TDP-43 yeast inh 0.0%, Abeta yeast res 4.0%, PTHR1 ag -6.9%, FUS yeast rescue -22.6% and GLP-1R inv ag 3.1%.
For CN(C(=O)COC(=O)c1ccc(C(C)(C)C)cc1)C1CCS(=O)(=O)C1 (stereo unspecified) the results were TDP-43 yeast inh -0.2%, aSyn yeast inh 0.8%, DRD3 antagonist 3.2, pAkt inh inactive, Abeta yeast res -6.6%, PTHR1 ag 0.0%, FUS yeast rescue 1.8%, GLP1R ag -2.6% and GLP-1R inv ag 2.4%.
Cc1cccc(-n2ncc(C(=O)N3CCc4ccccc4C3)c2C2CCN(C(=O)OC(C)(C)C)CC2)c1 was read as TDP-43 yeast inh -18.7%, Abeta yeast res -11.0%, PTHR1 ag 11.0%, FUS yeast rescue -8.7% and GLP-1R inv ag 8.3%.
`CCCCC(=O)Nc1cc(NC(=O)CC)ccc1Cl` gave TDP-43 yeast inh 13.5%, aSyn yeast inh -1.9%, DRD3 antagonist 26.1, pAkt inh inactive, Abeta yeast res 17.9%, PTHR1 ag inactive, FUS yeast rescue 4.2%, GLP1R ag 1.2% and GLP-1R inv ag 5.0%.
